M1AAP inhibition = P. falciparum M1AAP inhibitors, biochemical, fluorogenic H-Leu-NHMec substrate, 1536-well (AID 1445). inhibition, % at 30 µM; hits with a dose series show IC50 in µM. recombinant M1AAP, H-Leu-NHMec fluorogenic kinetic assay; higher % means a stronger effect. 220,000 tested, 0.42% active;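 active means primary inhibition above the hit cutoff, then over 50% inhibition at one or more dose response concentrations, cut at about 23% in these data, passing the limit was not always enough; inconclusive means conflicting primary data, or primary hits not chosen for dose response; inactive means low primary inhibition, or under 50% at every dose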;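 further: plate controls were DMSO full reaction for no effect and no enzyme background for full effect; strong numbers were not always called active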
P. falciparum M17LAP = P. falciparum M17LAP inhibitors, primary screen, biochemical, fluorogenic H-Leu-NHMec substrate, 1536-well (AID 1619) | recombinant M17LAP, H-Leu-NHMec fluorogenic kinetic assay; higher % means a stronger effect | inhibition, % at 30 µM; hits with a dose series show IC50 in µM | 220,000 tested, 0.38% active;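 active means compound inhibiting the enzyme by more than half at any dose during confirmatory dose-response retesting; inconclusive means strong single-dose inhibitors picked by rank but not retested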;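 further: plate controls were full reaction with DMSO carrier for no effect and no enzyme background for full effect; strong numbers were not always called active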
LYP inhibition = inhibitors of LYP phosphatase, biochemical, fluorescence intensity, uHTS (AID 1779) | recombinant LYP phosphatase, fluorescence intensity; higher % means a stronger effect | one-dose inhibition, % at 11.5 µM; IC50 in µM for titrated hits | 290,000 tested, 0.054% active;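 further: plate controls were vehicle with enzyme for no effect and no enzyme for full effect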
XIAP antagonists = XIAP antagonists, biochemical, IAP family, fluorescence polarization (AID 1018). displacement, % at 20 µM; hits with a dose series show IC50 in µM. XIAP BIR domain, fluorescence polarization peptide displacement; higher % means a stronger effect. 200,000 tested, 0.007% active; in the data active means displacement above about 50%; further: a part of the inactive calls stands beside numbers as strong as those of hits
AID2073 = inhibitors of Mint1-CaV2.2 protein interaction, biochemical, HTRF (AID 2073) | HTRF protein-protein interaction, Mint1-CaV2.2; higher % means a stronger effect | inhibition, % at 20 µM, or IC50 in µM where a hit was titrated | 290,000 tested, 0.19% active; in the data active means inhibition mostly above about 51%, no sharp cut-off; inconclusive means no clear call, values can overlap the other calls; inactive means mostly below about 53%; further: some results filed as inactive read as strong as hits
Lipid droplet = hepatic lipid droplet formation modulation; AML12 mouse hepatocytes, oleate lipid droplets, BODIPY imaging; inhibition, % at 6.5 µM; 240,000 tested, 0.4% active; AID 1656;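 active means lipid droplet intensity inhibited by at least 50%, with more than 500 cells counted; inconclusive means wells with under 300 cells, treated as cytotoxic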
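Material – AML12 mouse liver cells · Also added – oleate loading, 100 µM · Compound dosing – 6.5 µM single-point dosing · Times – overnight treatment with compound plus oleate · Measured by – fluorescence imaging, 20x objective, two fields per well · Read-out – percent inhibition of filter-corrected integrated lipid droplet intensity per well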
NOD2 inhibition = inhibition of NOD2-driven NF-kB reporter – cell-based, luminescence, uHTS, HEK293 (AID 1566). HEK293 NOD2/NF-kB luciferase reporter, luminescence; higher % means a stronger effect. inhibition, % at 4 µM; hits with a dose series show EC50 in µM. 290,000 tested, 0.63% active; further: many of its hits are not listed in these tables
ER stress rescue = rescue of cells from ER stress-induced death, primary screen, 384-well, CSM14.1, thapsigargin, ATP luminescence (AID 1222); cellular ATP content (survival), % at 20 µM, or EC50 in µM where a hit was titrated; CSM14.1 thapsigargin-induced death rescue, ATP luminescence; higher % means a stronger effect; 190,000 tested, under 10 active;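 active means EC50 below 50 µM in the dose-response confirmation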;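 further: death triggered by thapsigargin at about 15 µM added after 2 h compound pretreatment; cell ATP read after overnight thapsigargin exposure of roughly 18 to 22 hours; normalized against plate controls of thapsigargin alone and 5% DMSO vehicle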
Siah-1 displacement = Siah-1 peptide-binding antagonists, primary screen, biochemical, fluorescence polarization, rhodamine-plectin, uHTS (AID 1817). displacement, % at 20 µM; hits with a dose series show IC50 in µM. 290,000 tested, 0.02% active. Siah-1 / rhodamine-plectin peptide fluorescence polarization; higher % means a stronger effect;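 active means displacement of at least 50% at 20 µM, with a fluorescence ratio check between 0.3 and a set limit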;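 further: plate controls were Siah plus tracer with DMSO for no effect and tracer alone without Siah for full effect; strong numbers were not always called active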
Lipid droplet cells 6.5 µM = second read-out of Lipid droplet, no call of its own (marks repeat the call); cell count; measured here: cell count, cytotoxicity flag;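 cells counted across two imaged fields per well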
Starred values were filed as active, the others as inactive; ? = inconclusive; . = not tested or not shown. Unless noted, no stated cut-off is given here; in the data, active means inhibition above about 50%; inactive means the rest.

SMILES	NOD2 inhibition	LYP inhibition	Lipid droplet	M1AAP inhibition	XIAP antagonists	Lipid droplet cells 6.5 µM	ER stress rescue	Siah-1 displacement	P. falciparum M17LAP	AID2073
CCOC(=O)C1=C(CSCC(=O)OC)NC(=O)NC1c1cc(C)ccc1C (stereo not drawn)	-6.6%	-6.2%	-7.1	-1.6%	-7.1%	690	-0.3%	0.7%	5.2%	4.0%
O=C(CCl)N(c1ccccc1)C1CCCCC1	52.5%*	-4.5%	-6.0	13.9%	3.5%	469	-0.9%	-1.1%	-5.8%	-11.8%
COc1cc(NC(=O)CSc2ccc(-c3cccnc3)nn2)cc(OC)c1	5.1%	1.7%	18.6	.	.	721	.	-1.8%	.	-1.6%
COc1ccc(CNC(=O)C/C(C)=N/NC(=O)COc2cccc(C)c2)cc1	0.6%	-4.2%	-7.2	1.8%	-2.2%	658	.	-1.1%	4.6%	-0.9%
COc1ccc(NC(=O)CC2C(=O)NC3CCCCC3N2C(=O)c2ccc(F)cc2)cc1 (stereo not drawn)	15.5%	-3.2%	4.9	.	.	822	.	0.7%	.	0.4%
CC(N=C1CC(C)(C)CC(=O)/C1=C(/O)CCCN1C(=O)c2ccccc2C1=O)C(=O)O (stereo not drawn)	15.1%	-2.1%	13.9	9.4%	-7.1%	718	0.3%	1.3%	2.9%	-7.4%
O=C(NCc1ccccc1)c1cccc(COc2ccc(Cl)cc2)c1	-56.8%	-9.2%	.	-6.8%	9.8%	.	-1.1%	-2.3%	2.1%	2.5%
CCN(CC)c1ccc(/C=N/NC(=O)c2ccc(Br)o2)cc1	-84.6%	-0.8%	-5.4	12.6%	-4.0%	694	-8.4%	10.5%	-1.5%	12.9%
CCCCCC1CCC(c2ccc(C(N)=O)cc2)CC1 (stereo not drawn)	13.1%	-8.4%	.	-1.4%	-4.0%	.	0.0%	-0.2%	-1.1%	2.9%
Cc1ccc(NC(=O)C(=O)NCc2ccc(/C=C(/C#N)C(=O)NCc3cccnc3)o2)cc1C	9.1%	-1.2%	16.2	10.7%	-0.6%	836	-0.1%	-4.3%	-2.3%	15.0%
COc1ccc(NC(=O)c2ccc(NC(=O)CSc3nccc(=O)[nH]3)cc2)cc1	-10.0%	-5.6%	11.1	-1.2%	.	676	.	20.5%	-12.1%	0.2%
CCOC(=O)c1c(C)nn(-c2ccc(NC(=O)/C=C/C(=O)O)cc2)c1C	8.2%	-3.4%	-1.7	.	.	739	.	4.4%	.	-14.0%
COCCCNC(=O)CN1C(=O)/C(=C/c2ccccc2C)Sc2ccccc21	-9.3%	4.2%	5.6	4.8%	-6.6%	800	-1.4%	0.8%	1.1%	3.2%
COc1ccc(-c2cc(C(=O)NCCc3ccccc3)no2)cc1OC	7.1%	2.1%	1.7	-0.3%	-0.8%	671	.	-9.2%	-12.9%	2.2%
COCCOc1ccc(C(F)(F)F)cc1NC(=O)c1ccc(C(F)(F)F)cc1	13.0%	1.9%	-2.3	6.2%	-1.7%	621	-0.9%	3.7%	1.6%	38.3%
CC1=C(C(N)=O)C(c2ccccc2F)n2nc(CCCO)nc2N1 (stereo not drawn)	7.5%	-4.3%	6.6	.	.	841	.	3.0%	.	-14.2%
Cc1nc2sccn2c(=O)c1S(=O)(=O)Nc1ccc(N2CCN(C(=O)C(C)C)CC2)cc1	-7.9%	-9.9%	-23.5	.	.	819	.	-6.7%	.	30.9%
COc1ccc(C(=O)N2CCN(S(=O)(=O)c3ccc(C)cc3C)CC2)cc1OC	6.6%	-6.5%	-1.9	4.8%	-6.4%	672	.	-4.6%	4.6%	5.8%
N#CCSc1nnc(-c2ccc(F)cc2)n1N	2.8%	-6.3%	3.3	-0.3%	-2.7%	684	-11.9%	-8.2%	-2.9%	3.1%
COc1ccc(NCC(=O)N/N=C2\CCCC(C)C2)cc1 (stereo not drawn)	-7.9%	3.8%	5.7	3.5%	-6.8%	703	9.1%	33.1%	18.0%	-1.6%
CCc1ccc(NC(=O)Cc2ccc(OC)cc2)cc1	5.8%	-1.7%	-23.0	3.1%	-0.4%	653	8.7%	-1.4%	11.8%	15.9%
Cc1cc(C)cc(NC(=O)C2C3C=CC(O3)C2C(=O)O)c1 (stereo not drawn)	5.6%	-3.1%	-0.2	.	.	814	.	8.4%	.	?
Cn1c(SCc2cccc(Br)c2)nnc1-c1ccccn1	-0.4%	-6.7%	6.2	13.3%	.	771	.	1.8%	5.5%	-1.4%
C=CCn1c(=O)c(C(=O)Nc2ccccc2C(=O)OCC)c(O)c2ccccc21	24.3%	-1.5%	-1.8	2.6%	-1.9%	605	2.2%	7.2%	-0.9%	-3.6%
COc1ccc(C2(C)NC(=O)N(CC(=O)Nc3ccc(C)cc3Br)C2=O)cc1OC (stereo not drawn)	-16.2%	-4.6%	-2.8	.	.	787	.	2.7%	.	-13.2%
Cc1cc(C(=O)NC(C)C)on1	12.8%	-4.2%	.	4.8%	-3.7%	.	-2.1%	-1.7%	4.9%	-1.7%
O=S(=O)(c1ccccc1)N1CCC(O)(CSc2ccccc2)CC1	28.2%	-5.1%	21.7	7.5%	-8.1%	702	-1.7%	-7.5%	13.5%	10.8%
CCOC(=O)C1CCN(C(=O)CSc2nnc(-c3ccco3)n2-c2ccccc2)CC1	9.1%	-11.8%	.	-1.6%	3.3%	.	0.2%	0.8%	6.5%	-2.8%
Cc1nn(-c2cc(N3CCCCCC3)ccc2[N+](=O)[O-])c(=O)c2ccccc12	13.4%	2.3%	.	7.5%	-4.4%	.	-0.2%	-1.3%	3.4%	-1.1%
CCN(CC)S(=O)(=O)c1cc(C(=O)Nc2cccnc2Cl)ccc1Cl	16.5%	-4.4%	-21.2	-2.8%	-4.8%	659	-0.1%	-6.3%	1.0%	-7.0%
Cc1cc(NC(=O)/C=C/c2ccccc2Cl)n(-c2nc3ccccc3[nH]2)n1	-43.3%	8.5%	33.2	-3.1%	-2.9%	671	-1.1%	-3.5%	-6.1%	15.5%
C=CCn1c(CNC(=O)c2cccs2)nnc1SCC(=O)Nc1ccc(C(=O)O)cc1	-7.4%	-4.8%	-9.6	39.0%	-3.2%	655	-3.3%	5.9%	14.0%	0.7%
Cc1ccnc(NS(=O)(=O)c2ccccc2)n1	0.9%	-0.6%	3.0	-1.3%	-2.7%	749	0.3%	-1.2%	3.8%	-2.2%
CCC(Cc1ccccc1)NC(=O)C1CC1 (stereo not drawn)	12.3%	-11.2%	-3.1	.	.	797	.	3.2%	.	3.2%
O=C1S/C(=C\c2ccc(O)c([N+](=O)[O-])c2)C(=O)N1Cc1cccc([N+](=O)[O-])c1	4.39µM*	7.9%	-3.8	?	-4.7%	722	14.9%	-2.4%	-5.8%	22.4%
C/C(=N\NC(=O)CNC(=O)c1cccc(F)c1)c1ccc2ccccc2c1	21.0%	-3.1%	15.8	.	.	790	.	3.8%	.	3.8%
O=C(Cn1ccc2ccccc2c1=O)NCCC(=O)Nc1cccnc1	-10.9%	-7.4%	.	2.9%	-3.4%	.	-1.4%	2.8%	1.7%	4.0%
Cc1ccc2c(c1)N(CC(=O)NCCCN1CCCCC1)C(=O)c1cccnc1O2	6.1%	-10.4%	-3.3	.	.	796	.	-0.2%	.	3.1%
COCC(C)NC(=O)COc1nncc2ccccc12 (stereo not drawn)	10.0%	-7.0%	-11.2	-11.0%	-10.9%	716	-1.1%	-0.9%	-11.2%	-2.8%
O=C(c1ccsc1)N1CCCC(N2CCN(c3cccc(Cl)c3)CC2)C1 (stereo not drawn)	-9.2%	-1.0%	-8.3	.	.	704	.	4.8%	.	4.1%
COc1cccc(C=O)c1OCCN1C(=O)c2ccccc2C1=O	1.4%	-8.8%	.	.	.	.	.	6.5%	.	2.0%
Cc1nnc(SCC(=O)Nc2ccccc2F)n(N)c1=O	1.7%	-2.6%	-12.8	.	.	712	.	-1.8%	.	8.8%
COc1cccc2cc(C(=O)Oc3ccc(NC(C)=O)cc3)c(=O)oc12	6.8%	-0.6%	17.3	2.6%	-1.0%	705	-2.7%	-2.3%	4.9%	-11.1%
COc1ccc(C(=O)CNc2ccccc2CO)cc1	-39.6%	-0.2%	-5.4	9.1%	-3.4%	683	-0.6%	2.8%	6.4%	-2.9%
CCc1nc(N2CCC3(CC2)OCCO3)c2nnn(Cc3ccccc3Cl)c2n1	1.8%	-0.1%	.	2.9%	-6.1%	.	-0.2%	-4.2%	1.3%	43.7%
COc1ccc(CN(C)CC2CCCN(CCc3ccc(F)cc3)C2)c(OC)c1OC (stereo not drawn)	-28.7%	-9.4%	-11.6	.	.	745	.	-0.4%	.	-2.2%
CC(C)(C)c1ccc(C(CC(=O)O)NC(=O)CCCc2ccccc2)cc1 (stereo not drawn)	15.7%	0.7%	-6.2	11.0%	-5.2%	731	-2.9%	17.4%	-2.1%	3.5%
COc1ccc(-c2[nH]ncc2CN(C)Cc2c(C)n[nH]c2C)c(OC)c1	15.2%	-0.4%	1.7	-1.9%	0.6%	696	-0.1%	-1.9%	2.0%	-0.6%
O=C(c1oc(=O)c2ccccc2c1-c1ccccc1)N1CCN(C2CCCCC2)CC1	-17.7%	-4.2%	.	0.0%	-4.5%	.	1.7%	1.6%	-4.4%	1.5%
COC(=O)c1ccc(CSc2nc3ccccc3c(=O)n2Cc2ccco2)o1	.	2.2%	0.8	-2.0%	-5.0%	703	-1.4%	4.7%	5.0%	?
CCCCC(=O)OCC(=O)Nc1ccc(SC(F)F)cc1	5.8%	5.9%	-10.8	-2.3%	-3.4%	662	-2.2%	-1.6%	-6.7%	-3.6%
COC(=O)CCC/C=C1\SC[C@@H](NC(=O)c2ccccc2)C1NC(C)=O (stereo partly drawn)	1.4%	-2.5%	22.2	3.2%	-13.4%	656	-1.1%	-4.6%	8.7%	2.4%
COc1ccccc1CC(=O)N1CCCc2cc(C)ccc21	1.9%	-1.3%	-21.8	.	.	818	.	-0.1%	.	-5.3%

Screening results: PubChem, several laboratories

The list is partial; the hit share may differ from the screen's.
